# From PubChem BioAssay
# TbREL1 inh – TbREL1 inhibition, primary screen | P86926 | TbREL1 RNA ligation, FRET fluorescence | inhibition, % at 9.66 µM | 0.49% of 89,000 active;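 active means inhibition above the mean inhibition across all screened compounds plus 3 SD, cut at about 11% in these data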;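 further: 0% = plate median of test wells and 100% = NSC42067 control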
# Target sequence (P86926 whole entry, looked up): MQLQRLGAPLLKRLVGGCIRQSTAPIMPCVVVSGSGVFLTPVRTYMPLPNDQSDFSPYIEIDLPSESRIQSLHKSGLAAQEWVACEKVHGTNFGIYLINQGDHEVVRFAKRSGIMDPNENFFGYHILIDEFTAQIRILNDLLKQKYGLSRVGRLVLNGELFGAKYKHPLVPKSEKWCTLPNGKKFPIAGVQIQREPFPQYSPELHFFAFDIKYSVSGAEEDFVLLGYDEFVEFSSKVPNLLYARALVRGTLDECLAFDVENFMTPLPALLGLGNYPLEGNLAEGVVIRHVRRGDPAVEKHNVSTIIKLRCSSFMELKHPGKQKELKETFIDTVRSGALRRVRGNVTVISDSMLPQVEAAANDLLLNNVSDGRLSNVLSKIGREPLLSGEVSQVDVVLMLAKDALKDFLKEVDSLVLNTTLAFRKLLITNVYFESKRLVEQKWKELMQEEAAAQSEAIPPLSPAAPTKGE
# * = called active by the depositor. These rows are one share of the data; the hit share may differ from the screen's.
TbREL1 inh	compound
-3	Cc1ccc(C)c(NS(=O)(=O)c2cc(C(=O)NCc3ccco3)ccc2C)c1
-1	CCOC(=O)[C@]12CCC=C1N(Cc1ccco1)C(=O)[C@H](CC(=O)NCCCCc1ccccc1)C2
-6	CC(=O)C1=C(C)N(Cc2ccc(Br)cc2)C(=S)NC1c1cccc(F)c1 (stereo unspecified)
-5	Fc1ccc(/C=N/c2c(-c3ccc(F)cc3)nc3n2CCS3)cc1
-1	CCc1ccc(N2C(=O)C3NN=C(C(=O)OCc4ccccc4)C3C2=O)cc1 (stereo unspecified)
-1	Cc1cc(NC(=O)CCC(=O)N(CC(=O)NC2CCCC2)c2ccc(F)cc2)no1
3	CC(=O)N1CCC(O)(c2cccc(C(F)(F)F)c2)CC1
-1	CCOC(=O)c1cnc2ccccc2c1Nc1cccc(C(=O)O)c1
3	COc1ccc(C(=O)N2CCN(C(=O)c3ccncc3)CC2)cc1
0	COc1ccccc1NC(=O)Cn1c(=O)oc2cc(S(=O)(=O)N3CCCC3)ccc21

# Taken from above:
# TbREL1 inh, Cc1ccc(C)c(NS(=O)(=O)c2cc(C(=O)NCc3ccco3)ccc2C)c1 : -3
# TbREL1 inh, Fc1ccc(/C=N/c2c(-c3ccc(F)cc3)nc3n2CCS3)cc1 : -5

# New compounds follow.
TbREL1 inh	compound
4	Cc1csc(NC(CO)c2nc3ccccc3n2CCOCCO)n1 (stereo unspecified)
3	Cc1nn(C2CC(O)C(O)C(CO)O2)c(=O)[nH]c1=O (stereo unspecified)
-1	COc1ccc(CCNC(=O)Cn2nnc(-c3cccc(OC)c3OC)n2)cc1OC
-1	O=S(=O)(/C=C/c1ccccc1)NCc1ccccc1Cl
1	Cc1ccc2nc(-c3ccc(NC(=O)CSc4nnc(-c5cc(-c6ccc(F)cc6)n[nH]5)n4N)cc3)sc2c1
-5	CCOC(=O)N(C)[C@H]1C[C@H]2c3[nH]c4ccccc4c3CCN2C[C@H]1[C@H](C)O
2	CC(=O)Nc1ccc(S(=O)(=O)NCCC(=O)OCC(=O)c2cccc(Br)c2)cc1
-1	CSc1ccc(Cn2c(C)c(C(=O)NCc3ccc4c(c3)OCO4)sc2=O)cc1
-6	COC(=O)c1ccsc1NS(=O)(=O)c1ccccc1
-2	O=C(N/N=C/c1ccccc1OCc1ccccc1Cl)c1cccnc1
-3	COc1ccc2ccc(OCC(=O)N3c4ccccc4NC(=O)CC3C)cc2c1 (stereo unspecified)
-1	Cc1cc(C)cc(N(CC(=O)NCc2ccc3c(c2)OCO3)C(=O)CCC(=O)Nc2ccccn2)c1
-3	Cc1c(C2=CCN(S(=O)(=O)c3ccc(Br)cc3)CC2)c2ccccc2n1C
-3	O=C(O)Cc1ccc(NCc2ccccc2Cl)cc1
-5	O=C(CSc1n[nH]c(-c2ccccn2)n1)Nc1cccc(Cl)c1
0	COC(=O)c1ccc(OC)c(OC)c1Cl
-2	Cc1ccc(OCC(=O)Nc2ccc(NC(=O)c3cccs3)cc2)c(C)c1
3	CC(=O)c1ccc(NC(=O)CN2C(=O)NC(C)(c3ccc4c(c3)OCCO4)C2=O)cc1 (stereo unspecified)
3	Cc1ccc(CN2CCNC(=O)C2CC(=O)O)o1 (stereo unspecified)
2	COCCn1c(SCC(=O)NC2CC2)nc2ccccc21
0	CC1=C(C)CC2C(=O)N(c3cccc4ccccc34)C(=O)C2C1 (stereo unspecified)
-1	Cc1cc(C)c2c(C)nn(C3CCCCC3)c2n1
3	COc1ccc(N2C(C)=CS/C2=C(/C#N)c2nnc(N3CCOCC3)n2-c2ccccc2)cc1
-1	COc1cccc(NC(=S)NCc2ccccn2)c1
0	COc1ccccc1C(CNC(=O)COc1cc(C)ccc1Cl)N1CCCC1 (stereo unspecified)
2	O=C(/C=C/c1ccc(F)cc1)c1cc(Br)ccc1O
-4	Cc1nc2ccccc2c(=O)n1/N=C/c1ccccn1
-1	c1cncc(CNc2c3c(nc4nnnn24)CCCC3)c1
-3	CC1(C)CC(=O)C(CS(=O)(=O)c2ccccc2)=C(O)C1
6	Oc1c(N=Nc2nn[nH]n2)ccc2ccccc12
-2	COc1ccccc1CNC(=O)COC(=O)c1ccc(C)c(S(=O)(=O)N2CCOCC2)c1
3	CCOC(=O)C1C(=O)CC(O)(c2ccccc2)CC1c1ccccc1 (stereo unspecified)
-6	CCOc1ccc(CCNC(=O)COC(=O)Cc2c[nH]c3ccccc23)cc1OCC
2	Oc1ccccc1CNc1cccc2cccnc12
-3	O=C(Cc1ccccc1[N+](=O)[O-])NCc1ccc(Cl)cc1Cl
1	CC1C(C(=O)Nc2ccccc2)CCCC1(C)C(=O)O (stereo unspecified)
3	CCOC(=O)Cc1c(-c2cccc(Br)c2)nc2c3ccccc3ccn12
1	CC(C)n1nnnc1SCC(=O)c1c(N)n(C2CC2)c(=O)[nH]c1=O
-3	CNC(=O)CC1C(=O)N(Cc2ccccc2)C(=S)N1NC(=O)c1cccc(F)c1 (stereo unspecified)
5	COC(=O)c1cc(=O)n(Cc2cccs2)c(=NCc2cccs2)s1
5	COCCCN(C(=O)c1ccco1)c1nc(-c2cc(OC)ccc2OC)cs1
3	CC1CCCN(S(=O)(=O)c2ccc3c(c2)c(=O)nc2ccccn23)C1 (stereo unspecified)
5	Cc1cc(NC(=O)CSc2ncccc2C(=O)O)no1
-2	CN1C[C@@H]2C(c3ccc(C(F)(F)F)cc3)C3(c4cccnc4)CC2(C3)[C@H]1c1ccccc1 (stereo partly specified)
-2	CC(C)NC(=O)N(C)C[C@H]1Oc2c(NS(=O)(=O)c3cn(C)cn3)cccc2C(=O)N([C@H](C)CO)C[C@@H]1C
-2	COc1ccc(Cc2nc3ccc(C(=O)NC(C)Cc4ncccc4C)cc3o2)cc1OC (stereo unspecified)
-2	CCOC(=O)c1[nH]c2ccc(OC)cc2c1NC(=S)N1CCN(c2ccccn2)CC1
1	CC(=O)c1cccc(NC(=O)COC(=O)CCC(=O)c2ccc(F)cc2)c1
1	Cc1ccc2ccccc2[n+]1CCCS(=O)(=O)[O-]
0	C=CCOc1ccc(C2/C(=C(\O)c3ccc(F)cc3)C(=O)C(=O)N2CCCN(C)C)cc1 (stereo unspecified)

# 6 of the compounds above, with tabs:
mol	TbREL1 inh
Cc1csc(NC(CO)c2nc3ccccc3n2CCOCCO)n1 (stereo unspecified)	4
COc1ccc(CCNC(=O)Cn2nnc(-c3cccc(OC)c3OC)n2)cc1OC	-1
c1cncc(CNc2c3c(nc4nnnn24)CCCC3)c1	-1
CCOC(=O)c1cnc2ccccc2c1Nc1cccc(C(=O)O)c1	-1
Fc1ccc(/C=N/c2c(-c3ccc(F)cc3)nc3n2CCS3)cc1	-5
O=C(N/N=C/c1ccccc1OCc1ccccc1Cl)c1cccnc1	-2

# Quoted at random: two compounds from above, in no set order.
TbREL1 inh	compound
-2	CC(C)NC(=O)N(C)C[C@H]1Oc2c(NS(=O)(=O)c3cn(C)cn3)cccc2C(=O)N([C@H](C)CO)C[C@@H]1C
-2	CN1C[C@@H]2C(c3ccc(C(F)(F)F)cc3)C3(c4cccnc4)CC2(C3)[C@H]1c1ccccc1 (stereo partly specified)

# Later entries:
TbREL1 inh	compound
-3	N/C(=N\OC(=O)CCC1CCCCC1)c1cccnc1
-1	CCN(CC)S(=O)(=O)c1ccc(Cl)c(NC(=O)COC(=O)c2nc3nc(C)cc(C)n3n2)c1
4	O=C(c1ccc2oc(CCCc3ccccc3)nc2c1)N1CCCC1
0	c1ccc(CN(Cc2ccccc2)c2c3c(nc4ncnn24)CCC3)cc1
-2	C=CCN(C(=O)c1csnn1)C(C(=O)NCc1ccc(F)cc1)c1cccs1 (stereo unspecified)
4	CN1C(=O)C2(Nc3ccccc3-c3nc4ccccc4n32)c2ccccc21 (stereo unspecified)
0	CCc1nccn1S(=O)(=O)c1ccc2ccc(C)cc2c1
-1	COc1ccc(N2C(=O)CC(Sc3ncn[nH]3)C2=O)c(OC)c1 (stereo unspecified)
0	COc1ccc(S(=O)(=O)N2CCCCC2)cc1NC(=O)c1cccnc1SC
-4	COc1ccc(/C=N/NC(=O)Cn2nc([N+](=O)[O-])cc2C)c(OC)c1OC
-4	C=CCNC(N)=S
-1	COc1ccc(/C=N/n2c(C)nc3ccccc3c2=O)cc1
-1	Cc1cccc(CN2CCN(CC(=O)N3CCCC3)C2=O)c1
-1	C=CCN1C(=O)CSC1=Nc1ccc(O)cc1
0	CCCCn1c(=NC(=O)c2cccnc2)c(C(=O)OCC)cc2c(=O)n3ccccc3nc21
-3	COCCCNC(=S)N1CCCN(c2nc3cc(C)ccc3cc2C#N)CC1
0	N#Cc1c(SCC(=O)O)nc(N2CCCCC2)c2c1CCCC2
2	Cc1ccc(C(=O)Nc2cccc(-c3cnc4ccccc4n3)c2)cc1
6	COC(=O)c1ccc(CNC(=O)c2sccc2-c2ccccc2)cc1
-3	CC(C)CC(=O)Nc1ccccc1N1CCN(C(=O)c2ccccc2)CC1
14*	CCC(=O)Nc1ccc2c(c1)C(=O)c1ccccc1C2=O
8	CCCCn1nc(C(=O)N(CCOC)c2c(N)n(CCCC)c(=O)[nH]c2=O)c2ccccc2c1=O
-3	C[C@@H]1CN([C@H](C)CO)S(=O)(=O)c2ccc(Br)cc2O[C@H]1CN(C)S(C)(=O)=O
-1	COc1ccc(CCNC(=O)C2(C)CCC(=O)N2Cc2ccc3c(c2)OCO3)cc1OC (stereo unspecified)
3	COc1cc2c(cc1OC)C(C)N(C(=O)c1cc3c(s1)-c1c(C)cccc1OC3)CC2 (stereo unspecified)
0	CC(C)C(NS(=O)(=O)c1cccc2nsnc12)C(=O)N1CCc2ccccc2C1 (stereo unspecified)
3	Cc1c(C(=O)Nc2ccc(Cl)cc2)c2ccccn2c1C(=O)c1ccc([N+](=O)[O-])cc1
-1	Cc1ccc(S(=O)(=O)N(C)c2ccc3sc(C)nc3c2)cc1
1	COC(=O)[C@@]12CCCCC3=C1N(CCC3)C(=O)[C@H]2CC(=O)N1CCOCC1
0	O=C(Nc1ccc2c(c1)Cc1cc([N+](=O)[O-])ccc1-2)C(F)(F)F

# Molecules from the list above that contain a cyano group, in the order listed:
TbREL1 inh	compound
3	COc1ccc(N2C(C)=CS/C2=C(/C#N)c2nnc(N3CCOCC3)n2-c2ccccc2)cc1
-3	COCCCNC(=S)N1CCCN(c2nc3cc(C)ccc3cc2C#N)CC1
0	N#Cc1c(SCC(=O)O)nc(N2CCCCC2)c2c1CCCC2

# Further records.
TbREL1 inh	compound
3	CN(C)C(=O)CCCc1nc(-c2ccc(Cl)cc2)no1
8	CCOC(=O)c1oc2ccccc2c1CN1CCOCC1
2	CCN(Cc1ccccc1)S(=O)(=O)c1ccc(S(=O)(=O)N2CCN(C)CC2)cc1
-1	CCCCNC(=O)c1ccccc1C(=O)NCCCC
3	Cc1nc(SCc2nc3ccc(C(F)(F)F)cc3[nH]2)c2oc3ccccc3c2n1
2	Cc1ccc2c(Cl)c(C(=O)NCCc3ccccc3)sc2c1
-1	CCOc1ccc(C(C)NC(=O)c2ccccc2F)cc1 (stereo unspecified)
2	O=C(COC(=O)c1ccc(OC(F)F)cc1)NCc1cccs1
-3	CSc1ccc(CCNC(=O)c2nn(C)c3c2CS(=O)(=O)c2ccccc2-3)cc1
-2	Nc1nnc(SCc2ccccc2F)s1
1	Cc1sc2ncnc(N3CCC(C(=O)N(C)CC(=O)Nc4ccccc4Br)CC3)c2c1C
-1	Cc1noc(C)c1COc1ccc(C(=O)N2CCN(c3ccccc3F)CC2)cc1
-3	C[C@H](CO)N1C[C@H](C)[C@@H](CN(C)S(=O)(=O)c2ccc(F)cc2)Oc2ccc(NC(=O)NC3CCCCC3)cc2C1=O
8	CCOC(=O)c1cc(CC)sc1NC(=O)COC(=O)c1cc[n+]([O-])cc1
0	O=C(NC1CCCC1)C(c1cccnc1)N(Cc1ccccc1)C(=O)c1csnn1 (stereo unspecified)
4	COc1ccc(/C=N/n2cnc3c([nH]c4ccc(F)cc43)c2=O)cc1CN1CCCC1
-2	Cc1c(NC(=O)COC(=O)c2ncc(Cl)c(Cl)c2Cl)c(=O)n(-c2ccccc2)n1C
-1	Cc1nn(Cc2cccc(C(=O)Nc3ccn(Cc4ccccc4F)n3)c2)c(C)c1[N+](=O)[O-]
1	O=C(Nc1ccc(-c2nc3ccccc3s2)c(OC(=O)c2ccccc2)c1)c1ccccc1
7	CCOC(=O)CCNCC1COc2ccccc2O1 (stereo unspecified)
3	Cc1ccccc1-c1cc2nc(NCc3ccccc3F)n(C)c(=O)c2s1
5	Cc1cccc(CNC(=O)c2ccc3nc(Cc4ccccc4F)oc3c2)n1
5	Cc1ccc(Cl)cc1N1CCN(CC(=O)Nc2ccc(CN3CCCCC3)cc2)CC1
-1	COc1ccccc1CC1(C)NC(=O)N(CC(=O)N2CCc3ccccc3C2)C1=O (stereo unspecified)
0	CCn1cc(S(=O)(=O)CC(=O)Nc2ccc(C)cc2)c2ccccc21
0	C/C(=N/NS(=O)(=O)c1ccc(C)c(C)c1)c1ccncc1
4	COc1cc([N+](=O)[O-])ccc1NC(=O)CSc1nccn1C
-1	CC1CCN(CC(=O)n2c3c(c4ccccc42)CCCC3)CC1
0	Cc1cc2occ(CC(=O)NNC(=O)c3ccccc3F)c2cc1C
1	O=C(COC(=O)CNC(=O)c1ccco1)NCCN1C(=O)CSC1=O
2	CC1=CC(C)(C)N(S(=O)(=O)c2ccc(C)cc2)c2ccc(C)cc21
4	Cc1ccc(S(=O)(=O)Nc2cccc(NC(=O)CN3CCCCC3)c2)cc1
-7	COc1ccc(S(=O)(=O)N2CCN(C(=S)NCCc3ccccc3)CC2)cc1
9	Cc1cc2c(cc1S(=O)(=O)N1CCN(c3ccccc3F)CC1)OCC(=O)N2
-3	COc1ccccc1C(=O)Nc1ccnn1C1CCN(C(C)CSC)CC1 (stereo unspecified)
7	O=C(NCc1ccc(Cl)cc1)c1cc(-c2ccco2)on1
-2	O=C(NCc1ccccn1)C1C2C=CC(C2)C1C(=O)Nc1ccc(F)cc1 (stereo unspecified)
3	CCOC(=O)COc1ccc(/C=C/[N+](=O)[O-])c(OCC(=O)OCC)c1
4	O=C(Nc1ccccc1Cl)c1ccc2nccnc2c1
2	CC(C)(CC(=O)N1CCN(c2ccc(Cl)cc2)CC1)CC1=NS(=O)(=O)c2ccccc2N1
-1	CCCN1C(=O)SC(CC(=O)Nc2ccccc2)C1=O (stereo unspecified)
